# Vif-APOBEC3G blk: blocks the Vif interaction with human APOBEC3G; Q9HC16; HeLa A3G-eYFP + Vif (tagged APOBEC3G with the HIV-1 protein that degrades it), YFP fluorescence, overnight; Potency, µM (highest dose often 46.1 µM), for the others: at the top dose activity, negative = active, usual class: inhibitors; 410,000 compounds, 0.076% hits;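 also: potency is read from the fitted curve at half-maximal effect; % is scaled to controls: 0 for no effect and ±100 for the full control effect; nearly all actives have a fitted effect of over 60% in size; hits raise eYFP signal because A3G escapes Vif-driven loss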
# Target sequence (Q9HC16 whole entry, looked up): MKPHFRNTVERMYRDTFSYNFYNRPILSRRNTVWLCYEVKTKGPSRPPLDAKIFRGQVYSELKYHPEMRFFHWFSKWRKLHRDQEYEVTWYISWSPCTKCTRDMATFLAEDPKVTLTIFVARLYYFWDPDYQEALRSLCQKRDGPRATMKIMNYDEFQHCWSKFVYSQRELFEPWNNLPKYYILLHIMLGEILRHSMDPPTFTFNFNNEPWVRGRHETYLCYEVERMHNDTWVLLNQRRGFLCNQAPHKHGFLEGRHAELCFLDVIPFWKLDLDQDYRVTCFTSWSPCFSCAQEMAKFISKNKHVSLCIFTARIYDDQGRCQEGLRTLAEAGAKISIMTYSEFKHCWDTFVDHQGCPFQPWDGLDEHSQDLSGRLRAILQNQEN
#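 Read-out is eYFP fluorescence (Ex 488/Em 500-530) from Vif-expressing HeLa A3G-eYFP cells; more signal means A3G escaped Vif-mediated degradation. Cells plated overnight, compound pinned in, incubated overnight at 37 deg C.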
# Glioma ERSR ind: inducers of ER stress response in human glioma cells; U87-MG GRP78 promoter luciferase reporter, 16 h; AID 602332; 420,000 compounds, 0.02% hits; Potency, µM, for the others: top-dose activation, usual class: activators; also: potency is read from the fitted curve at half-maximal effect; series mostly up to about 76 µM; % of control where 0% means no effect; nearly all actives have a fitted effect of over 35% in size
#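 Stably transfected U87-MG human glioma cells carrying a GRP78-based luminescent sensor were seeded at 1000 cells/well, pin-dosed with compounds and incubated 16 h. Luciferase reagent was then added, and end-point luminescence was read after 10 min at room temperature.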
# D1 potentiator: enhances dopamine response at the human D1 receptor. P21728. HEK293 TREx D1 cells, calcium flux, dopamine EC20 potentiation. potentiation, % at 10 µM. 360,000 compounds, 0.036% hits. AID 504651; in the data active = potentiation above about 30%; also: 0% is about no effect
# LDHA block: LDHA (human) enzyme inhibition; P00338; purified LDHA, NADH/diaphorase-resazurin fluorescence; stronger effect = lower value; activity change, % (values are at about 110 or 230 µM); 480,000 compounds, 0.15% hits; in the data active = activity change below about -30%; inconclusive = mostly about -25% to -30%;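 also: plate controls were DMSO wells for no effect and wells without enzyme for full effect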
#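 Resorufin fluorescence (ex540/em590), read at 0 and 20 min after diaphorase/resazurin addition, reports the NADH left after a 5 min room-temperature reaction of 2 nM human LDH5 with 0.06 mM NADH and 0.2 mM pyruvate.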
# D1 agonist: activates the human D1 dopamine receptor | activation, % at 2 µM | 360,000 compounds, 1% hits | HEK293 T-REx D1 cells, calcium flux, agonist mode | AID 504660 | P21728; in the data active = activation above about 30%; also: 0% is about no effect
#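 Tetracycline-induced HEK293 TREx D1 cells, force-coupled to calcium signalling, were dye-loaded with a no-wash calcium kit. Compound was pin-added after a 10 s baseline. Fluorescence was read kinetically at 1 cycle/s for 180 s, with calcium rises flagged as agonism.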
# Vif-APOBEC3F blk: inhibitors of Vif-A3F interaction; HeLa A3F-eYFP + Vif (tagged APOBEC3F with the HIV-1 protein that degrades it), YFP fluorescence increase; Potency, µM (highest dose often 46.1 µM), inactives show top-dose activity, negative = active; 390,000 compounds, 0.2% hits; AID 602313; also: potency is read from the fitted curve at half-maximal effect; % of control where 0% means no effect; nearly all actives have a fitted effect of over 65% in size
#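 HeLa cells stably expressing A3F-eYFP plus Vif, plated and incubated overnight at 37 deg C, then exposed to compounds overnight at 37 deg C. Blocked degradation read as raised yellow fluorescence (Ex 488/Em 500-530).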
# D2 PAM: positive allosteric modulators of human D2 dopamine receptor; P14416; HEK293 T-REx D2, calcium flux, EC20 dopamine potentiation; potentiation, % at 10 µM; 340,000 compounds, 0.34% hits; AID 485347;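 active = potentiation over 3 SD above the plate norm, cut at about 30% in these data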; also: 0% is about no effect
# Target sequence (P14416 whole entry, looked up): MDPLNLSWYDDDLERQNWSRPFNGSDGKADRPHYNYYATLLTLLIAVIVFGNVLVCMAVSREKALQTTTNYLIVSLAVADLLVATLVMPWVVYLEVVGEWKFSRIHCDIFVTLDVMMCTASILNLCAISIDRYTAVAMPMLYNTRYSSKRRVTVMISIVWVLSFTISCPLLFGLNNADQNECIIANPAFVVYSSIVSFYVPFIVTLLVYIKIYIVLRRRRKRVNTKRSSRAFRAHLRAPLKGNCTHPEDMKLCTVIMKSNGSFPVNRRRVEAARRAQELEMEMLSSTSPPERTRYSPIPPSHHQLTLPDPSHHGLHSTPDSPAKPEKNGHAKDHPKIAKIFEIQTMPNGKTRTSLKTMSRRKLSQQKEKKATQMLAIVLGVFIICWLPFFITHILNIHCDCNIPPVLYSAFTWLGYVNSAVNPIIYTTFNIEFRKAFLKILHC
#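 Potentiation of an EC20 dopamine calcium response is measured in a force-coupled, tetracycline-inducible Hek293 Trex D2 line. Compound-only kinetic reads over 180 s flag agonists before dopamine addition.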
# D1 antag: human D1 dopamine receptor antagonism; P21728; HEK293 TREx D1 cells, calcium flux, dopamine EC80; stronger effect = lower value; activity change, negative = inhibition, % at 10 µM; 360,000 compounds, 3.2% hits; in the data active = activity change below about -30%; also: % is scaled to controls: 0 for no effect and ±100 for the full control effect
#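 Tetracycline-induced HEK293 Trex D1 cells, force-coupled to calcium, dye-loaded; compounds added and read 180 s, then EC80 dopamine added and calcium flux tracked kinetically another 180 s.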
# RXFP1 ag: activates the human relaxin receptor RXFP1 | HEK293T-RXFP1 cAMP TR-FRET, 30 min; response scale: percent of porcine relaxin response, buffer zero | Potency, µM (titrated, usually from 57.5 µM), without a hit: top-dose activation, actives largely listed as activators | 370,000 compounds, 0.3% hits | AID 2676; also: potency is read from the fitted curve at half-maximal effect; % is scaled to controls: 0 for no effect and ±100 for the full control effect; nearly all actives have a fitted effect of over 60% in size; many of its hits are not listed in these tables
#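 cAMP rise read by TR-FRET after 30 min, 37C compound exposure (up to 58 uM) in RXFP1-transfected HEK293 cells with Ro 20174 present. EC50 from Hill-equation fits, with 29 nM porcine relaxin as 100% and buffer as basal.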
# * = called active by the depositor; ? = inconclusive; / = not tested or not shown; & = joins results of further samples. Unless noted, calls follow the shape of the dose curve; as a rule, active = well fitted curve in the direction sought with a large enough effect; inconclusive = small, poorly fitted or top-dose-only effect, or another doubt; inactive = no such curve, though single readings can be large; an effect the other way counts as inactive or inconclusive. Only part of the results is shown; count on the stated rates, not on these rows.
SMILES,Vif-APOBEC3G blk,Glioma ERSR ind,D1 potentiator,LDHA block,D1 agonist,Vif-APOBEC3F blk,D2 PAM,D1 antag,RXFP1 ag
CC(C)NC(=O)c1cc2nc(-c3ccco3)cc(C(F)(F)F)n2n1,-1%,-4%,1,-5,-1,-3%,18,-14,2.2%
O=C(c1cccc(F)c1F)N1CCCC1,8%,-5%,-6,-8,2,-2%,-7,-16,2.6%
N/C(=N\N=Cc1ccc2c(c1)OCO2)NN=Cc1ccc2c(c1)OCO2,-8%,-1%,/,6,/,?,/,/,/
CCc1nnc(NC(=O)c2nc3nccc(C)n3n2)s1,0%,0%,-10,5,17,/,4,-11,3.2%
O=c1n(Cc2ccccc2)nc2n1-c1ccccc1SC2,4%,-1%,1,-3,3,-7%,5,-16,-2.5%
CN1C(=O)/C(=C/c2ccc(C(=O)NC3CCCC3)cc2)Oc2ccccc21,-1%,-3%,2,-1,-1,-8%,5,15,5.0%
O=C(Nc1cccc(-c2ccc(N3CCOCC3)nn2)c1)c1cccc(Cl)c1,3%,-1%,/,-2,/,2%,/,/,/
COc1ccc(NC(=O)c2sc(Cl)nc2-c2ccccc2)cc1,?,-2%,-4,-3,4,1%,-5,-6,0.0%
N#Cc1nc(COc2ccccc2Cl)oc1NCc1cccnc1,5%,-5%,-3,2,1,-14%,4,-2,0.7%
Nc1c(N(Cc2ccco2)C(=O)COc2ccc(Cl)cc2)c(=O)[nH]c(=O)n1Cc1ccccc1,-14%,-4%,/,-9,/,-13%,/,/,/
Cc1ccc(S(=O)(=O)NCc2ccccc2C)cc1,-4%,12%,4,-7,2,6%,-6,1,-3.2%
N#CCCn1cc(C(=O)Nc2ccc([N+](=O)[O-])cc2)c(-c2cc3ccccc3o2)n1,-7%,-5%,-8,-11,2,-12%,9,-14,1.3%
COc1ccc(-n2c(=O)c3c(c4cc(OC)ccc4n3C)n(Cc3cccc(C)c3)c2=O)cc1,3%,-5%,-2,3,2,-5%,-4,4,9.7%
Cc1nc2ccccc2nc(C)c1=NOCc1ccc(Cl)cc1Cl,-7%,-2%,-4,0,8,-30%,8,-7,2.8%
COC(=O)c1c(C)sc(-c2c(-c3cccc(OC)c3)[nH]c3c2c(=O)[nH]c(=O)n3C)c1O,/,/,-1,-1,8,/,-6,-8,-0.7%

# Only Glioma ERSR ind and RXFP1 ag (2 entries from above):
SMILES | Glioma ERSR ind | RXFP1 ag
CN1C(=O)/C(=C/c2ccc(C(=O)NC3CCCC3)cc2)Oc2ccccc21 | -3% | 5.0%
O=C(Nc1cccc(-c2ccc(N3CCOCC3)nn2)c1)c1cccc(Cl)c1 | -1% | /

# More records.
SMILES,Vif-APOBEC3G blk,Glioma ERSR ind,D1 potentiator,LDHA block,D1 agonist,Vif-APOBEC3F blk,D2 PAM,D1 antag,RXFP1 ag
O=C(Nc1ccccn1)C1CCCN1S(=O)(=O)c1ccc(Cl)cc1 (centres undefined),0%,-4%,3,-15,4,-7%,16,18,-0.7%
NNc1nc2c(Cl)cccc2s1,-5%,-6%,2,4,1,-3%,-21,-13,-4.4%
O=C(COC(=O)CC1CC2CCC1C2)NC(=O)NCc1ccco1 (centres undefined),0%,-4%,-1,-1,0,1%,4,/,0.8%
Fc1ccccc1C(c1nnnn1Cc1ccc2c(c1)OCO2)N1CCN(Cc2ccco2)CC1 (centres undefined),2%,-6%,-1,4,3,-4%,-1,5,-0.5%
Cc1csc2nc(COC(=O)c3ccc(F)cc3)cc(=O)n12,5%,0%,-6,4,6,5%,10,-38*,23%
COc1ccc(C(=O)Nc2nc3ccc(S(C)(=O)=O)cc3s2)cc1,-1%,-1%,-5,-2,-1,0%,-3,-39*,?
CCc1cc2c(SCC(=O)c3ccc(Cl)s3)ncnc2s1,-6%,1%,-3,-1,10,7%,1,-9,5.8%
COc1ccc(OC)c(/C=N/NC(=O)CC2C(=O)NN=C2C)c1 (centres undefined),1%,-5%,-4,-4,1,6%,-3,5,0.1%
COc1ccc(C(=O)COc2cccc(NC(=O)c3ccco3)c2)cc1,1%,1%,-1,-9,4,-16%,9,3,0.0%
Cc1ccc(C(=O)N/C(=C/c2ccc(-c3ccc(Br)cc3)o2)C(=O)NC2CCS(=O)(=O)C2)cc1 (centres undefined),-25%,-2%,-9,-1,3,-4%,5,-11,5.7%
[N-]=[N+]=N[C@@H](CCN1CC[C@H](NC(=O)OCc2ccccc2)CCC1=O)c1ccccc1,6%&0%,-3%&-5%,-4,-2,3,-3%,0,-2,2.4%
O=C(COc1ccc(S(=O)(=O)N2CCOCC2)cc1Cl)NC1CC1,0%,-3%,-3,-2,1,-5%,14,3,-0.6%
COCCNc1nc(-c2cc(C)n(CCc3ccc(OC)cc3)c2C)cs1,0%,-4%,-3,2,1,-16%,/,-7,1.7%
Cc1ccc(CN(C(=O)COc2ccc(C)c(C)c2)C2CCS(=O)(=O)C2)o1 (centres undefined),0%,-6%,0&1,-1&-4,1&0,5%,0&13,3&21,-0.6%&-1.6%
CCc1ccccc1NC(=S)N(CCc1ccncc1)C(C)C,2%,-3%,4,0,0,-7%,3,9,-0.3%
Cc1ccccc1NC(=O)COC(=O)CN1C(=O)NC(C)(C)C1=O,1%,-4%,-7,-6,3,-3%,8,-4,-0.9%
CC(=O)Nc1ccc(SC[C@H](Cc2ccccc2)N2CC[C@@H](O)CCC2=O)cc1,0%,-1%,-1,-3,-1,-1%,-4,-18,0.2%
CCOC(=O)CN1C(=O)N[C@@H](c2ccc(Br)cc2)C(C(C)=O)=C1C,/,/,0,/,-1,/,3,-7,0.6%
COc1cc(NC(=O)c2ccc(COCC(F)(F)F)o2)cc(OC)c1OC,-5%,-2%,-2,-3,-1,-7%,-8,-14,2.2%
CCn1c(SCC(=O)c2cccs2)nnc1-c1ccco1,2%,-1%,1,0,1,-6%,-9,-12,1.6%
CSc1ccc(/C=C/C(=O)OCC(=O)NCC2CCCO2)cc1 (centres undefined),-5%,-6%,1,-4,1,0%,17,3,0.0%
CC(C)C1CC(CCN)(c2ccccc2)CCO1 (centres undefined),1%,-5%,-3,-13,-1,-2%,3,4,-0.4%
Cc1ccc(S(=O)(=O)N2CCCC(C(=O)NCc3ccc4c(c3)OCO4)C2)cc1 (centres undefined),-1%,-4%,-3,-5,2,-10%,15,-5,3.4%
CCOc1ccc2[nH]c(=O)c(CN(CCCN3CCOCC3)Cc3nnnn3Cc3ccc(OC)cc3)cc2c1,0%,0%,-4,-5,0,-11%,-6,-5,0.2%
CCOc1ccc(/C=N/OCC(=O)NCc2ccc3c(c2)OCO3)cc1OC,-5%,-4%,-3,-8,5,-7%,-8,-21,-0.5%
CC1(C)Cc2c(sc(NC(=O)C(=O)N3CCCCC3)c2C(=O)O)CO1,1%,-6%,0,0,2,7%,14,5,-2.1%
Clc1cc2c(cc1/C=N/Nc1nc(N3CCOCC3)nc(N3CCOCC3)n1)OCO2,-2%,-1%,-3,3,0,2%,/,1,-1.4%
CCCNC(=O)Nc1cc(C(=O)NCc2cccc(OCC)c2)ccc1N1CCCC1,-5%,1%,0,-3,-1,-8%,3,4,-1.1%
CCCCn1c(N)c(N(CCOC)C(=O)c2ccc(N3C(=O)CCC3=O)cc2)c(=O)[nH]c1=O,-9%,-2%,0,-11,0,5%,-2,0,-1.8%
Cc1cccc(CNC(=O)C2CCN(S(=O)(=O)c3ccc4c(c3)CCCN4C(=O)C3CCC3)CC2)c1,0%,-2%,-2,-2,7,0%,9,-11,-0.7%
COCCNC(=O)c1onc(CSc2ccc(C(C)C)cc2)c1C(=O)O,-4%,-2%,-1,4,3,7%,10,11,-0.3%
COc1ccc(C)cc1S(=O)(=O)N1CCCC(C(=O)NC2CC2)C1 (centres undefined),-5%,-5%,-6,-6,1,-3%,-3,13,-0.3%
COc1ccccc1-n1c(SCC(=O)OC(C)C)nc2cccnc21,-1%,-7%,-7,-1,0,7%,2,-17,0.0%
CCn1cc(C(=O)OCC(=O)Nc2cc(C)cc(C)c2)c(=O)c2ccc(C)nc21,3%,-2%,2,6,-2,0%,1,8,-0.9%
c1ccc2c(c1)-c1nc3ccccc3cc1C2N1CCCCC1 (centres undefined),-5%,1%,/,-1,/,-8%,/,/,/
Cc1ccc(NC(=O)c2ccc(CNS(=O)(=O)c3cccc(C(F)(F)F)c3)cc2)cc1,0%,-4%,-4,-12,1,-8%,-2,-18,-0.2%
COc1cccc(N2CCN(c3ncnc4c3c(-c3ccccc3)cn4-c3ccc(F)cc3)CC2)c1,0%,-1%,-1,0,1,1%,/,14,3.9%
COCC(C)n1c(SCC(=O)NC(=O)Nc2ccc3c(c2)OCCO3)nc2ccccc2c1=O (centres undefined),-9%,0%,-1,0,4,-5%,11,24,-0.2%
CCOC(=O)C1=CC[C@@H](c2ccccc2Cl)N(S(=O)(=O)c2ccc(C)cc2)[C@H]1C(=O)OCC,3%,-5%,-2,-6,3,5%,0,/,2.0%
CC(C)CCNc1nc(N)c([N+](=O)[O-])c(NC2CCCCC2)n1,3%,-3%,2,-8,4,-5%,/,9,0.8%
O=C(CSc1ccc2nnc(-c3ccc(F)cc3)n2n1)NCc1ccco1,1%,-3%,-4,2,-3,-5%,6,18,8.6%
Cc1ccc(-c2nnc(N3CCOCC3)c3ccccc23)cc1S(=O)(=O)N(C)C,1%,-3%,2,-1,5,-1%,9,14,8.2%
CCN(C(=O)COC(=O)c1cc(Cl)ccc1OC)c1c(N)n(Cc2ccccc2)c(=O)[nH]c1=O,1%,-4%,-2,-2,3,-1%,9,9,1.8%
Cc1csc(SCC(=O)NC2CCC(C)CC2)n1 (centres undefined),0%,-2%,0,-1,0,-1%,8,-1,0.6%
Cn1c(Oc2ccc(Cl)c3cccnc23)nc2c1c(=O)n(Cc1ccccc1Cl)c(=O)n2C,/,/,-2,/,2,/,-4,5,-0.1%

# Bioassay records from PubChem BioAssay.
